From PubChem
CF NFkB inh = inhibitors of cystic fibrosis induced NF-kB. KKLEB NF-kB-GFP reporter, PAF-induced, GFP fluorescence overnight. AID 588850. actives 0.86% (n = 360,000). inhibition, % at 5 µM;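 active = at least 50% inhibition at 5 µM, scaled per plate between neutral and stimulator controls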;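 note: PAF is a Pseudomonas aeruginosa culture filtrate used as stimulus; plate controls were PAF-stimulated DMSO wells for no effect and unstimulated DMSO wells for full effect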
TWEAK-Fn14 inh = TWEAK-Fn14 signaling inhibition. AID 1159606. actives 2% (n = 360,000). inhibition, % at 10 µM. TWEAK-stimulated Fn14 reporter cells, luciferase luminescence, 8 h; in the data active = inhibition above about 50%
KKLEB cytotox = reduces viability of KKLEB cystic fibrosis airway cells; KKLEB CF airway cells viability, ATPlite luminescence, overnight; hits give low values; cells stimulated with P. aeruginosa culture filtrate; activity change (cytotoxicity), % at 5 µM; actives 0.36% (n = 360,000); AID 602141;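 active = corrected activity change at or below -50% at 5 µM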
Peg3 promoter = inhibitors of Peg3 promoter. HeLa PEG-Prom luciferase reporter, luminescence, overnight. inhibition, % at 20 µM. actives 1.7% (n = 360,000). AID 588405;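 active = inhibition of at least 50% at 20 µM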
TRAIL sens C8 = caspase-8 TRAIL sensitization; NB7+C8 cells + TRAIL, ATPlite viability luminescence; inhibition (viability loss, TRAIL sensitization), % at 10 µM; actives 1% (n = 360,000);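 active = compounds causing at least 50% loss of cell viability in the single-dose screen, relative to plate controls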
MITF TRPM1 inh = inhibitors of MITF-driven TRPM1 promoter in melanoma cells | SK-MEL-5 TRPM1 promoter luciferase, 24 h | actives 0.83% (n = 330,000) | AID 488899 | inhibition, % at 12.5 µM;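 active = mean inhibition across replicates of 60% or more, whatever share of single replicates reaches that level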; note: values of inactives mirror those of a sister screen read the other way
Shn3 inh set2 = inhibitors of Schnurri-3 3'UTR reporter in osteoblasts. inhibition, % at 12.5 µM. Clone20 osteoblast Shn3 3'UTR firefly luciferase, 24 h. actives 0.52% (n = 360,000);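 active = mean inhibition of at least 75% with every replicate also reaching 75%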;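 note: 0% = median of neutral control wells and 100% = pilot-screen positive control compound; some compounds past the cut are filed as inactive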
NR2E3 ag-1 = activates human photoreceptor nuclear receptor NR2E3; GST-NR2E3/biotin-RetCOR TR-FRET, 1536-well; inhibition of corepressor binding, % at 4.78 µM; actives 0.12% (n = 320,000); AID 2300;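 active = percent inhibition above the cutoff of mean plus 3 SD of all tested compounds, set per screening campaign, cut at about 20% in these data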;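 note: 0% = DMSO wells and 100% = biotin wells as full block of FRET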
Target sequence (Q9Y5X4 whole entry, looked up): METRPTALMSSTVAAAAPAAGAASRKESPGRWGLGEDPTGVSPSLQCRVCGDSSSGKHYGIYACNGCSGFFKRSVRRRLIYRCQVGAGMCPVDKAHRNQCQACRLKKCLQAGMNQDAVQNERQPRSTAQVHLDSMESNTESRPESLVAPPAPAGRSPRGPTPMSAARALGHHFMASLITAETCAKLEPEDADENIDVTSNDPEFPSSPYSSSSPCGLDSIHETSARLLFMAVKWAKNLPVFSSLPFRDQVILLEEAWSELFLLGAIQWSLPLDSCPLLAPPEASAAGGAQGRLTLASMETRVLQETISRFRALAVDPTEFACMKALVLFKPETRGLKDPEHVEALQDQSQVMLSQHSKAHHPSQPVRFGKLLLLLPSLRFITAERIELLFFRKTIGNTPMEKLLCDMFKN
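Test system: GST-NR2E3 and biotin-RetCOR proteins | Quantity: 1.35 nM GST-tagged NR2E3 final | Medium: Tris pH 7.5 | Also added: 7 nM biotin-RetCOR | Dosing: Compound at 4.8 µM, single dose | Timing: 5 h at 4 °C | Detection: Time-resolved FRET | Read-out basis: Percent inhibition | Benchmarks: Biotin wells as high control, 0.6% DMSO wells as low control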
HIF-2a block = HIF-2a inhibition. 786-0 RCC cells HIF-2a reporter, luciferase luminescence, overnight. inhibition, % at 18.8 µM. actives 0.72% (n = 360,000). AID 624352;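 active = inhibition of the luminescence signal of 40% or more relative to plate controls, in a single-dose primary screen at 18.75 µM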
TROY signal inh = inhibitors of TROY-dependent NF-kB signaling; Q293 LMP1-TROYcd NF-kB luciferase reporter, 4 h; inhibition, % at 10 µM; actives 0.98% (n = 360,000);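 active = compounds whose plate-normalised and pattern-corrected inhibition of the luciferase reporter signal at the single screening dose is 50% or more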
NR2E3 ag-2 = agonists of human NR2E3 nuclear receptor; inhibition of corepressor binding, % at 3.98 µM; CHO-S Gal4-NCOR/VP16-NR2E3 two-hybrid, luciferase; AID 602229; actives 0.35% (n = 360,000);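 active = inhibition above the mean of all tested compounds plus 3 SD, cut at about 70% in these data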;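 note: 0% = DMSO with NR2E3 transfected cells and 100% = cells lacking NR2E3 construct; higher means lower luciferase signal from less NR2E3 corepressor binding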
* = called active by the depositor; . = not tested or not shown. A portion of the library; count on the stated rates, not on these rows.

SMILES	CF NFkB inh	TWEAK-Fn14 inh	KKLEB cytotox	Peg3 promoter	TRAIL sens C8	MITF TRPM1 inh	Shn3 inh set2	NR2E3 ag-1	HIF-2a block	TROY signal inh	NR2E3 ag-2
CC(NC(=O)[C@@H](NC(=O)[C@@H]1Cc2ccccc2CN1)C(C)C)c1ccccc1 (some centres not stated)	-22	-4	-3	-6	-2	-5	-15	-1	4	-18	-1
CCCNC(=O)N1CCC(n2nccc2NC(=O)CCOc2ccccc2)CC1	7	24	-6	-2	-8	-15	2	4	12	-4	15
COC(=O)Cc1ccc(NC(=O)c2ccc3c(c2)C(=O)N(Cc2ccco2)C3=O)cc1	7	-7	-4	14	-22	6	-5	-3	7	41	7
COc1cccc(C(C[N+](=O)[O-])c2c(C)[nH]n(-c3ccccc3)c2=O)c1 (configuration not stated)	-3	5	5	20	-6	-8	-12	10	11	4	-8
COc1ccc(NC(=O)CN2CCN(Cc3ccccc3)CC2)cc1	6	7	-8	17	-7	7	9	-1	1	8	3
CCOc1ccc(OCCN2C(=O)NC3(CCCc4ccccc43)C2=O)cc1 (configuration not stated)	0	5	-3	0	17	-7	6	2	10	-2	-10
COC(=O)c1ccc(-c2noc(CN3C[C@H]4CC[C@H]3C4)n2)cc1	0	-22	-8	-103	13	-14	-72	3	-20	-67	-31
COc1ccc(C2=NCCn3nc4ccccc4c32)cc1	-29	-3	7	-110	8	-17	-22	-2	-205	-24	-11
Cc1ccc(F)cc1C(=O)N1CCCC(c2cc(C(=O)Nc3ccccc3)no2)C1 (configuration not stated)	19	6	-22	-160	0	.	-18	.	-177	-1	-27
COC(=O)c1cc(-c2c(C)oc3cc(OC(C)C)ccc3c2=O)c(C)o1	10	-27	-2	23	-4	8	28	0	4	-10	12
O=C(COC(=O)/C=C/c1ccccc1Cl)NCc1ccccc1	25	8	-14	-10	-8	12	-3	1	-6	-16	-6
CN1CCC(=NNC(=O)CN(c2cccc(Br)c2)S(C)(=O)=O)CC1	11	-7	5	14	-2	-7	-7	2	17	3	-17
CCC(=O)NCCn1c(C)cc2ccccc21	7	-28	-8	5	-6	8	-2	0	15	4	-7
N#CCc1nn(-c2ccccc2)c2ncnc(N)c12	-6	11	3	0	-4	4	-6	-2	21	-22	0
CCCCn1c(N)c(N(CCOC)C(=O)CSCc2ccc(C)cc2)c(=O)[nH]c1=O	-1	-10	12	-8	-3	-7	-12	-1	0	16	13

Rewritten with two lines to a compound: entries from further up.
Every second line gives: CF NFkB inh | TWEAK-Fn14 inh | KKLEB cytotox | Peg3 promoter | TRAIL sens C8 | MITF TRPM1 inh | Shn3 inh set2 | NR2E3 ag-1 | HIF-2a block | TROY signal inh | NR2E3 ag-2
COC(=O)Cc1ccc(NC(=O)c2ccc3c(c2)C(=O)N(Cc2ccco2)C3=O)cc1
    7 | -7 | -4 | 14 | -22 | 6 | -5 | -3 | 7 | 41 | 7
COc1cccc(C(C[N+](=O)[O-])c2c(C)[nH]n(-c3ccccc3)c2=O)c1 (configuration not stated)
    -3 | 5 | 5 | 20 | -6 | -8 | -12 | 10 | 11 | 4 | -8
COc1ccc(NC(=O)CN2CCN(Cc3ccccc3)CC2)cc1
    6 | 7 | -8 | 17 | -7 | 7 | 9 | -1 | 1 | 8 | 3
CCOc1ccc(OCCN2C(=O)NC3(CCCc4ccccc43)C2=O)cc1 (configuration not stated)
    0 | 5 | -3 | 0 | 17 | -7 | 6 | 2 | 10 | -2 | -10
COC(=O)c1ccc(-c2noc(CN3C[C@H]4CC[C@H]3C4)n2)cc1
    0 | -22 | -8 | -103 | 13 | -14 | -72 | 3 | -20 | -67 | -31
COc1ccc(C2=NCCn3nc4ccccc4c32)cc1
    -29 | -3 | 7 | -110 | 8 | -17 | -22 | -2 | -205 | -24 | -11
Cc1ccc(F)cc1C(=O)N1CCCC(c2cc(C(=O)Nc3ccccc3)no2)C1 (configuration not stated)
    19 | 6 | -22 | -160 | 0 | . | -18 | . | -177 | -1 | -27
COC(=O)c1cc(-c2c(C)oc3cc(OC(C)C)ccc3c2=O)c(C)o1
    10 | -27 | -2 | 23 | -4 | 8 | 28 | 0 | 4 | -10 | 12
O=C(COC(=O)/C=C/c1ccccc1Cl)NCc1ccccc1
    25 | 8 | -14 | -10 | -8 | 12 | -3 | 1 | -6 | -16 | -6
CN1CCC(=NNC(=O)CN(c2cccc(Br)c2)S(C)(=O)=O)CC1
    11 | -7 | 5 | 14 | -2 | -7 | -7 | 2 | 17 | 3 | -17
CCC(=O)NCCn1c(C)cc2ccccc21
    7 | -28 | -8 | 5 | -6 | 8 | -2 | 0 | 15 | 4 | -7
N#CCc1nn(-c2ccccc2)c2ncnc(N)c12
    -6 | 11 | 3 | 0 | -4 | 4 | -6 | -2 | 21 | -22 | 0
CCCCn1c(N)c(N(CCOC)C(=O)CSCc2ccc(C)cc2)c(=O)[nH]c1=O
    -1 | -10 | 12 | -8 | -3 | -7 | -12 | -1 | 0 | 16 | 13

New compounds follow:
SMILES	CF NFkB inh	TWEAK-Fn14 inh	KKLEB cytotox	Peg3 promoter	TRAIL sens C8	MITF TRPM1 inh	Shn3 inh set2	NR2E3 ag-1	HIF-2a block	TROY signal inh	NR2E3 ag-2
CCOC(=O)Cc1csc(SCC(=O)Nc2ccc3[nH]c(=O)[nH]c3c2)n1	16	-4	14	10	-29	.	9	1	3	3	-4
Cc1nc(NC(=O)/C=C/c2ccc(C(C)(C)C)cc2)sc1C(=O)N(C)C	14	-18	-16	-15	-2	9	-13	0	14	16	-14
CCOCCCNc1ccc(N2C(=O)C3CCCCC3C2=O)cc1[N+](=O)[O-] (configuration not stated)	12	-1	4	-20	6	-2	6	4	-9	-20	7
CCCCCC(=O)NC(=S)Nc1ccc(NC(=O)c2ccco2)cc1	-6	-8	9	-16	3	-5	11	-3	8	-25	-12
CCN(CC)c1ccc(NC(=O)COC(=O)C23CCC(=O)N2c2ccccc2S3)cc1 (configuration not stated)	-7	-4	6	6	-5	-2	-8	-1	-6	4	5
c1nc(NCC2CCCO2)c2[nH]cnc2n1 (configuration not stated)	11	6	-10	-4	-45	17	-30	5	0	8	-9
NC(N)=N/N=C/c1ccc(Cl)c([N+](=O)[O-])c1	13	-13	-6	19	-5	-2	15	1	-10	6	-1
CCC1CN(C(=O)N2CCC(C(=O)NCc3cc(OC)c(OC)c(OC)c3)CC2)c2ccccc2O1 (configuration not stated)	4	-10	-6	-89	-14	-3	2	0	9	-8	-7
O=C(CN1C(=O)CC(c2ccccc2)=Nc2ccccc21)NCc1ccco1	-10	7	10	17	1	-14	0	0	12	5	-13
CS(=O)(=O)N(Cc1cc2ccccc2[nH]c1=O)C1CCCCC1	-40	-25	-1	-17	2	5	48	1	-1	7	-16
OC[C@@H]1CN(Cc2ccc(Cl)cc2)C[C@H](n2cnc3c(N4CCCC4)ncnc32)O1	-17	-70	10	11	2	.	-12	.	0	7	4
COc1cccc(C(=O)Nc2ccc(F)cc2F)c1	-11	-8	-1	-222	20	-29	-100	0	-188	-46	-76
Cc1cccc(NC(=S)NNc2cccc(Cl)c2)c1	-40	-21	26	29	16	21	-7	-3	9	-47	-35
Cc1ccc(CNC(=O)c2ccccc2NC(=O)C2=CSCCO2)cc1	1	0	8	-10	-23	-3	9	1	5	1	6
CCCN1C(=O)/C(=C/c2ccc(N3CCCC3)c(C)c2)NC1=S	-64	-19	-4	-35	6	-14	-1	-1	-55	-1	11

2 of the compounds above, with two lines to a compound:
Fields: CF NFkB inh | TWEAK-Fn14 inh | KKLEB cytotox | Peg3 promoter | TRAIL sens C8 | MITF TRPM1 inh | Shn3 inh set2 | NR2E3 ag-1 | HIF-2a block | TROY signal inh | NR2E3 ag-2
c1nc(NCC2CCCO2)c2[nH]cnc2n1 (configuration not stated)
→ 11 | 6 | -10 | -4 | -45 | 17 | -30 | 5 | 0 | 8 | -9
NC(N)=N/N=C/c1ccc(Cl)c([N+](=O)[O-])c1
→ 13 | -13 | -6 | 19 | -5 | -2 | 15 | 1 | -10 | 6 | -1

Next structures follow.
SMILES	CF NFkB inh	TWEAK-Fn14 inh	KKLEB cytotox	Peg3 promoter	TRAIL sens C8	MITF TRPM1 inh	Shn3 inh set2	NR2E3 ag-1	HIF-2a block	TROY signal inh	NR2E3 ag-2
COc1ccc(-c2nc3ccc(C)cn3c2CC(C)(C)C)cc1OC	12	16	-18	-6	9	.	-1	.	-22	5	-31
CCCN(CCC)S(=O)(=O)c1ccc(C(=O)Nc2nc(-c3ccccc3)c(C(=O)OCC)s2)cc1	11	38	-11	20	17	-3	2	-2	11	-16	-22
COC(=O)c1ccc(NC(=O)C2CCN(C(=O)c3cc(OC)c(OC)c(OC)c3)CC2)cc1	8	-29	-2	15	-4	-2	-9	0	11	10	-10
CCOC(=O)N1CCN(C(=O)c2ccccc2NC(C)=O)CC1	-15	11	19	6	6	6	-15	6	19	-1	12
O=C(NN=C1CCCC1)c1cc(Cl)cc(Cl)c1O	22	4	4	6	9	6	-4	2	16	-20	-22
CCCNc1nc2ccccc2c(=O)[nH]1	12	8	-7	7	-3	12	14	8	11	-14	18
CC1CCc2sc(C(=O)NCc3ccc(F)cc3)cc2C1 (configuration not stated)	-7	-24	-3	-77	10	-12	2	0	-128	-3	-33
CCOc1ccc(/C=N/NC(=O)c2[nH]c3ccc(C)cc3c2C)cc1	5	14	-8	1	7	-1	0	.	-12	13	-42
O=C(NCCCn1ccnc1)/C(=C\c1cccnc1)NC(=O)c1ccco1	5	7	-2	6	1	-11	2	-2	12	4	4
COc1cc(C(=S)N2CCOCC2)cc(OC)c1OC	-5	1	6	11	7	10	-18	2	3	11	1
O=C(N=C1SC2CS(=O)(=O)CC2N1c1ccc(Br)cc1)C1CCCO1 (configuration not stated)	-11	4	3	-1	39	1	-15	-1	10	26	-13
CCOC(=O)c1sc(NC(=O)C2CC2)cc1C	-1	-8	0	-93	3	-32	6	8	-103	-42	-21
Cc1cccc(C)c1NC(=O)c1cc(-c2ccccn2)nc2ccccc12	-21	3	-16	23	28	2	10	-2	13	8	19
CCN1CCN(C(CNC(=O)c2ccc3c(c2)OCO3)c2cccnc2)CC1 (configuration not stated)	-29	8	31	-40	-8	-8	-32	3	-51	-18	-35
CC(C)[C@@H](C(=O)N[C@@H](CCc1ccc(O)cc1)C(=O)O)N(C)C(=O)[C@H](CO)NC(=O)[C@@H](O)[C@H](N)CCCCCCCCl	-7	16	-9	9	12	.	-2	.	8	-1	11
Cc1ccc(C)c(-n2c(-c3ccco3)n[nH]c2=S)c1	-18	-16	10	1	-14	-6	.	1	11	8	4
Nc1ccc2nc3c(=O)n(CCc4ccccc4)c(=O)[nH]c3nc2c1	-7	1	5	-21	9	.	.	-5	-59	-34	-10
COc1cc(/C=N/NC(=O)Cn2nnc3ccccc32)ccc1O	-4	-6	-3	0	5	-1	11	2	11	-12	14
CN(CC(=O)Nc1ccccc1Br)C(=O)COc1cccc2c1OC(C)(C)C2	-8	-10	4	-5	-18	-1	-2	2	7	-10	-7
CCOC(=O)C(C)n1cnc2scc(-c3ccc(C)cc3)c2c1=O (configuration not stated)	4	7	11	30	3	5	2	3	28	-4	11
O=C(Nc1c(C(=O)O)oc2ccc(Br)cc12)c1ccccc1	3	1	-2	-18	-4	-3	-24	0	-10	-20	-45
